Screens deposited in PubChem BioAssay by several laboratories.
S1P4 ag: S1P4 receptor agonists, primary screen, cell-based. Sphingosine 1-phosphate receptor 4 (Homo sapiens), O95977. S1P4-expressing cell line, agonist reporter assay. activation, % at 4.98 µM. 220,000 tested, 0.35% active. AID 1509, 2009; in the data active = activation above about 11%;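 also: 0% = DMSO vehicle and 100% = reference agonist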
Wee1 stabilizer: Wee1 degradation inhibitors, primary screen, cell-based, HeLa, Wee1K328M-luciferase, luminescence. Wee1-like protein kinase (Homo sapiens), P30291. HeLa Luc-Wee1K328M stability; 100% = proteasome inhibitor MG132 effect. reporter increase, % at 5 µM. 220,000 tested, 1.2% active;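 active = activation above the mean of all tested compounds plus 3 SD, set per screening run, cut at about 8.8% in these data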;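 also: cells exposed to compound for 20 h before luminescence read; 0% = DMSO alone and 100% = MG132 at 30 µM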
BaF3 tox: parental Ba/F3 cell viability inhibition, counter-screen for JAK2V617F inhibitor project, murine pro-B, CellTiter-Glo luminescence; inhibition, % at 5.6 µM; CellTiter-Glo ATP luminescence; AID 1486, 2009; 220,000 tested, 1.1% active;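 active = inhibition above a per-campaign cutoff, the mean inhibition of all tested compounds plus 3 SD, cut at about 27% in these data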;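 also: 0% = DMSO wells and 100% = JAK Inhibitor I control wells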
Ba/F3 V617F tox: reduced viability of JAK2V617F-dependent Ba/F3 cells, primary screen, JAK2V617F inhibitor project, cell-based, Ba/F3 EpoR-JAK2V617F, luminescence; ATP luminescence; inhibition, % at 5.6 µM; 220,000 tested, 1.1% active;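 active = inhibition above the campaign mean plus 3 SD over all tested compounds, cut at about 24% in these data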;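 also: cytokine-independent growth of Ba/F3 cells driven by EpoR plus mutant JAK2; 0% = DMSO-treated cells and 100% = JAK inhibitor I control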
S1P4 antagonist: S1P4 receptor antagonists, primary screen, cell-based; Sphingosine 1-phosphate receptor 4 (Homo sapiens), O95977; S1P4-expressing cells, antagonist mode, reporter read-out; inhibition, % at 4.98 µM; 220,000 tested, 0.26% active; in the data active = inhibition above about 29%;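 also: 0% = wells stimulated with agonist and 100% = vehicle wells without agonist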
PERK inhibitor: block of dimerizer-induced PERK translation repression, primary screen, PERK inhibitor project, CHO PERK-DD cells, SEAP luminescence, HTS | inhibition, % at 5.6 µM | CHO PERK-DD fusion, SEAP luminescence translation reporter | Eukaryotic translation initiation factor 2-alpha kinase 3 (Homo sapiens), Q9NZJ5 | 220,000 tested, 0.17% active | AID 1416, 2008;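 active = inhibition above the mean inhibition of all tested compounds plus 3 SD, set separately per screening campaign, cut at about 2.9% in these data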;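 also: PERK kinase domain activated by AP20187 dimerizer at 100 nM; 0% = DMSO with dimerizer and 100% = rapamycin at 8.4 µM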
eIF4E 4G PPI: eIF4E–eIF4G protein interaction inhibitors, primary screen, biochemical, uHTS, TR-FRET, eIF4GI fragment. inhibition, % at 21.7 µM. 220,000 tested, 0.37% active. Eukaryotic translation initiation factor 4E (Mus musculus) + Eukaryotic translation …. TR-FRET eIF4E-eIF4GI(517-606) binding, 2 h;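 active = inhibition above about 30%, limit read from the data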;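 also: 0% = full FRET control wells and 100% = background wells lacking eIF4GI fragment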
Target sequence (P63073 whole entry, looked up, the tested form may be a part): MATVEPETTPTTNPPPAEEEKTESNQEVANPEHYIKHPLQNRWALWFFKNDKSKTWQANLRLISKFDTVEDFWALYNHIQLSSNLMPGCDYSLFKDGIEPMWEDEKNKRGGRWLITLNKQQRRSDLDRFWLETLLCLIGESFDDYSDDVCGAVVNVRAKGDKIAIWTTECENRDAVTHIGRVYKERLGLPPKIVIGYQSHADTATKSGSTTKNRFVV
Target sequence (Q04637 whole entry, looked up, the tested form may be a part): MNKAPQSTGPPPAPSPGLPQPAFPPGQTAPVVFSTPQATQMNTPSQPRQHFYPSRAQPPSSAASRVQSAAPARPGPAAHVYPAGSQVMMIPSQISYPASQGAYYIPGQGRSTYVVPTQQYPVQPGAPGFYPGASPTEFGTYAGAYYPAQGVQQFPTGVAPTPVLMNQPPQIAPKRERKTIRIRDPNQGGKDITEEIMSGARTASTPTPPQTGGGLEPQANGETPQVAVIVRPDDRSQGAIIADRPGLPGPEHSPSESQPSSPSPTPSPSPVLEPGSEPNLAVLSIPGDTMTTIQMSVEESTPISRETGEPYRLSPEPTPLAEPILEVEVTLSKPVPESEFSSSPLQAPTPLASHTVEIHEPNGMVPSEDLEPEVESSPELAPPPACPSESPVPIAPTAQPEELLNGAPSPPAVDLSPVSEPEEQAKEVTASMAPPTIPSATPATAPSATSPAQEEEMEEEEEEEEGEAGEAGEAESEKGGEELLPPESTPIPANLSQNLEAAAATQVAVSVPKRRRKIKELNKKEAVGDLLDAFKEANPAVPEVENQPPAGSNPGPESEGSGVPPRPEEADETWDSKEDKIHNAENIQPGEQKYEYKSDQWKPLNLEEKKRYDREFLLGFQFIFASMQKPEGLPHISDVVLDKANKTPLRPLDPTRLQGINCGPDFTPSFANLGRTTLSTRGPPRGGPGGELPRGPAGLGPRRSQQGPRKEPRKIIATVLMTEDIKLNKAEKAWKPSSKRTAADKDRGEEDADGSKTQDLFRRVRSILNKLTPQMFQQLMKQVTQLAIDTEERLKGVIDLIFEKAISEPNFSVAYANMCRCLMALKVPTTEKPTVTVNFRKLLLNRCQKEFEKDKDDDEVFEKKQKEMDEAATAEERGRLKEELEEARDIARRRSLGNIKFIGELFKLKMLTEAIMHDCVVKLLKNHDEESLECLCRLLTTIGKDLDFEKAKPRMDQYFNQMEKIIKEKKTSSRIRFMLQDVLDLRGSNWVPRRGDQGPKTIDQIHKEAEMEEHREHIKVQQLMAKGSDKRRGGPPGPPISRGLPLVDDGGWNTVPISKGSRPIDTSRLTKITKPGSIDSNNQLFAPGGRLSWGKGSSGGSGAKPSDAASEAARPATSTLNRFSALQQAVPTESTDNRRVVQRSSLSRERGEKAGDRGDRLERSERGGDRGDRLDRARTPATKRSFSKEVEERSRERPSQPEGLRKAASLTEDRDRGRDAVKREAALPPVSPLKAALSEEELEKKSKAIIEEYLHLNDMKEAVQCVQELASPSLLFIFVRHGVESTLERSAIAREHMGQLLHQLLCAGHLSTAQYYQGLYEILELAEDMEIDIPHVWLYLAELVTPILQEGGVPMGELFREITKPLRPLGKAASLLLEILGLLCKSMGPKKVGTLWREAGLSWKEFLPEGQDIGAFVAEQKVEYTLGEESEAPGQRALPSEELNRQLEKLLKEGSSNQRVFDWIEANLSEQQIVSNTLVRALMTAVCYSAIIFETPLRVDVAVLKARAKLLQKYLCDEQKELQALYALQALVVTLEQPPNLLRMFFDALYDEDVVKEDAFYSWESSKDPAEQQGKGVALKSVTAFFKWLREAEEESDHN
NPY-Y2 PAM-ag: NPY-Y2 potentiators or agonists, primary screen, cell-based. activation, % at 3.6 µM. AID 1359, 2008. 220,000 tested, 0.45% active. cells expressing NPY-Y2, potentiator/agonist read-out. Neuropeptide Y receptor type 2 (Homo sapiens), P49146; in the data active = activation above about 27%;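 also: cells stimulated with NPY near EC25 plus isoproterenol at EC100; 0% = vehicle plus submaximal agonist and 100% = vehicle plus saturating agonist; some results beyond the cut were filed as inactive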
MDM2 E3 inh: MDM2-luciferase reporter signal enhancers, primary screen, MDM2 E3 ligase inhibitor project, cell-based, luminescence, 1536-well; E3 ubiquitin-protein ligase Mdm2 (Homo sapiens), Q00987; signal enhancement, % at 5 µM; cell-based MDM2 ubiquitination luciferase reporter, 2 h; 0 = plate control, 100 = twice control, blank-subtracted; 210,000 tested, 0.11% active;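 active = signal enhancement of 30% or more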;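 also: luminescence tracks abundance of the self-degrading MDM2-luciferase fusion protein; higher signal means inhibition of MDM2 E3 ligase activity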
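Assay system: stable mammalian line carrying autodegrading MDM2–luciferase fusion reporter; Input: 2000 cells in each well; Compound dosing: single-point 5 µM; Schedule: 2 h compound exposure at 37 °C; Signal: SteadyLite luciferase luminescence after 15 min room-temperature reagent incubation; Evaluation: % luminescence enhancement versus blank-corrected plate control mean; Benchmarks: plate controls and plate blanks.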
* marks the source's active call; other numbers are inactive results; . = no result given; [ ] = remark or other dose.

| molecule | S1P4 ag | Wee1 stabilizer | BaF3 tox | Ba/F3 V617F tox | S1P4 antagonist | PERK inhibitor | eIF4E 4G PPI | NPY-Y2 PAM-ag | MDM2 E3 inh |
| --- | --- | --- | --- | --- | --- | --- | --- | --- | --- |
| CCC(Oc1ccc2c(c1)C(=O)CC(C)(C)O2)C(=O)NCCN1CCCCCC1 (stereo not drawn) | 0.8 | -1 | 3 | 0 | -1 | -0.4 | -16 | 13 | . |
| O=c1cc(N2CCCCCC2)[nH]c(=O)n1-c1ccccc1Cl | 1.5 | 3 | 8 | 2 | -11 | 0.3 | 2 | 15 | -10 |
| COCCN(C(=O)CSc1nnc(Nc2ccc(C)cc2)s1)c1c(N)n(CC(C)C)c(=O)[nH]c1=O | 1.6 | 0 | 1 | -4 | -14 | 0.2 | -2 | 1 | -15 |
| CCn1c(/C=C/c2ccccc2[N+](=O)[O-])nc2ccccc2c1=O | 1.6 | -1 | 3 | 4 | 4 | -0.6 | 6 | -6 | -11 |
| Cn1c(O)c(C=Nc2ccc(N3CCOCC3)cc2)c(=O)n(C)c1=S | 30* | 2 | 5 | 2 | 12 | 0.6 | 2 | -3 | -19 |
| COc1ccc(C2c3[nH]c4ccccc4c3CCN2C(=O)Cc2nonc2C)c(F)c1 (stereo not drawn) | 0.9 | 1 | -5 | 0 | 2 | 0.6 | -13 | -18 | . |
| Cc1cccc(NC(=O)CCN2C(=O)C3C4CCC(C4)C3C2=O)c1C (stereo not drawn) | 0.9 | 0 | 6 | 1 | -20 | 0.7 | 2 | 5 | 2 |
| CC(=O)c1coc2ccc(OCC(=O)O)cc12 | 0.5 | -2 | 2 | 1 | -7 | 0.5 | 0[fluorescence artefact?] | -6 | -1 |
| O=[N+]([O-])c1ccc(C2=Nc3cc(Cl)ccc3OC2)cc1 | -0.7 | -1 | 11 | 3 | -11 | 2.1 | -1 | -7 | -12 |
| CCOC(=O)Cn1c(=N)n(Cc2ccccc2F)c2ccccc21 | 2.6 | -1 | 0 | 0 | -9 | 0.2 | -8 | -8 | -10 |
| O=C(O)c1ccc(CSCc2c(F)cccc2Cl)o1 | 0.8 | 1 | 1 | -5 | -3 | 0.3 | -4 | 2 | -15 |
| Cc1cc2c(cc1C)C(c1ccsc1)CC(=O)N2 (stereo not drawn) | -0.3 | 0 | 9 | 4 | -7 | 0.2 | 1 | -10 | -10 |

Overlap with the part before: 2 entries, then new ones.
| molecule | S1P4 ag | Wee1 stabilizer | BaF3 tox | Ba/F3 V617F tox | S1P4 antagonist | PERK inhibitor | eIF4E 4G PPI | NPY-Y2 PAM-ag | MDM2 E3 inh |
| --- | --- | --- | --- | --- | --- | --- | --- | --- | --- |
| O=C(O)c1ccc(CSCc2c(F)cccc2Cl)o1 | 0.8 | 1 | 1 | -5 | -3 | 0.3 | -4 | 2 | -15 |
| Cc1cc2c(cc1C)C(c1ccsc1)CC(=O)N2 (stereo not drawn) | -0.3 | 0 | 9 | 4 | -7 | 0.2 | 1 | -10 | -10 |
| Cc1ccc2nc(NC(=O)c3ccc(-c4nc5ccccc5s4)s3)sc2c1 | -0.2 | -1 | 4 | 0 | -11 | 0.2 | 12[fluorescence artefact?] | 9 | . |
| Cn1c(=O)c2c(nc(N3CCN(c4ccccn4)CC3)n2Cc2ccccc2Cl)n(C)c1=O | 2.0 | 0 | -2 | 0 | -9 | 0.2 | -1 | -7 | 3 |
| N#Cc1c2c(c(-c3ccco3)[nH]c1=O)CCCC2 | 0.5 | 4 | 4 | 5 | -13 | 1.9 | 5 | 6 | -9 |
| COc1ccc(Cl)cc1S(=O)(=O)NCc1cccs1 | 1.0 | 6 | 6 | -1 | -23 | 0.6 | 0 | 13 | -9 |
| COc1cccc(C(=O)NC(C)C(c2cccs2)N2CCOCC2)c1 (stereo not drawn) | -0.8 | -3 | 6 | -2 | 1 | -0.1 | 7 | 0 | -14 |
| CCCOc1ccccc1C1NC(=O)NC(C)=C1C(=O)OCc1ccccc1 (stereo not drawn) | -1.8 | 2 | -1 | -1 | 8 | -1.2 | 5 | 4 | . |
| Cc1sc2nc(C(C)Sc3n[nH]c(N)n3)[nH]c(=O)c2c1C (stereo not drawn) | 1.2 | 1 | 1 | -4 | 4 | 0.8 | 2 | 3 | 8 |
| O=C(Nc1ncccn1)C1CCCCC1 | -0.4 | 4 | 3 | -2 | -7 | 0.6 | 0 | 7 | 4 |
| CC(=O)n1c2c(c3ccccc31)OC(N)=C(C#N)C2c1ccc(C(C)C)cc1 (stereo not drawn) | -2.8 | -1 | 5 | -3 | -3 | 0.9 | 6 | -11 | -5 |
| CC(C)(C)C(=O)Nc1nc(-c2ccccc2)ns1 | -2.0 | 0 | 10 | 0 | 5 | 0.0 | -3 | 11 | -17 |
| O=C(COc1ccc(-c2nnco2)cc1)N1CCN(S(=O)(=O)c2ccc3ccccc3c2)CC1 | 0.0 | -2 | 9 | 6 | -5 | -0.3 | -18 | 15 | -10 |
| COc1ccccc1C(=O)NCC1CCN(c2ccc(S(=O)(=O)N3CCOCC3)cc2)CC1 | -1.0 | 2 | 7 | 2 | -19 | -1.2 | 1[fluorescence artefact?] | 1 | -10 |
| O=C(Cc1ccccc1)N/N=C/c1ccccn1 | 0.1 | 1 | 10 | 6 | 16 | 0.6 | . | -3 | . |
| O=C1NC(=Nc2cccc(Cl)c2)SC1Cc1cccc(Cl)c1Cl (stereo not drawn) | 3.6 | 0 | 3 | -2 | -15 | 1.0 | -16 | 18 | -12 |
| O=C(c1ccc2c(c1)OCCCO2)c1cccs1 | -0.9 | 4 | 1 | -4 | -17 | 0.2 | 6 | 21 | -31 |
| Cc1cccc(N2CC(c3nc4ccccc4n3C)CC2=O)c1C (stereo not drawn) | 0.9 | 1 | 4 | -2 | -17 | -0.4 | 2 | 5 | . |
| Cn1c(=O)n(C)c2cc(NS(=O)(=O)c3ccc(Cl)s3)ccc21 | 0.4 | 3 | 3 | 2 | -3 | 0.4 | 0 | 8 | 2 |
| Cc1cc2c3c(c1)C1(SCC(=O)N1c1ccc(F)cc1)C(=O)N3C(C)(C)CC2C (stereo not drawn) | 2.3 | -2 | 11 | 3 | -4 | -1.9 | 8 | -1 | -21 |
| COc1cccc(/C=N/NC(=O)CNC(=O)COc2ccccc2)c1O | -0.2 | 1 | -3 | 3 | -2 | 1.4 | 2 | -4 | 0 |
| O=C(NC(=S)Nc1ccccc1O)c1ccc(-c2ccc(Cl)cc2)o1 | -2.5 | 1 | 0 | 1 | -18 | 1.1 | 2 | -16 | -4 |
| CCOC(=O)C(Sc1nnc(-c2ccncc2)o1)C(C)=O (stereo not drawn) | -0.5 | -2 | 1 | 4 | -5 | 1.4 | -5 | -3 | -1 |
| Cc1ccc(NC(=O)/C(=C\c2cccc(Br)c2)NC(=O)c2ccco2)cc1 | 1.5 | -2 | 9 | 0 | -13 | 1.3 | -4 | 20 | -18 |
| CCN1CCCC1CNCc1ccc(Cl)cc1Cl (stereo not drawn) | 1.0 | -2 | 14 | 1 | 3 | 0.4 | 11 | -3 | -37 |
| COc1ccc(/C=C2\C(=O)N(c3nc(-c4ccc(Br)cc4)cs3)N=C2c2ccccc2)cc1 | -4.4 | -3 | 4 | 2 | -31 | 1.1 | . | -15 | . |
| Cc1ccc(CNC(=O)C2CCC(CNc3c(N4CCOCC4)c(=O)c3=O)CC2)cc1 (stereo not drawn) | 2.4 | 2 | 6 | -1 | -9 | 0.4 | 0 | -1 | -7 |
| CCCCCC/C(=N\NS(C)(=O)=O)c1ccccc1 | -0.1 | 0 | 2 | 4 | 7 | 0.4 | 8 | -1 | -6 |
| CC(NC(=O)c1cccnc1)C(c1cccs1)N1CCOCC1 (stereo not drawn) | -1.1 | 1 | 1 | -1 | -14 | 1.1 | -5[fluorescence artefact?] | 4 | -1 |
| Nc1ccc(Oc2c(Cl)cccc2Cl)nc1 | 0.7 | -1 | 0 | -4 | 15 | 0.3 | 1 | 24 | -6 |
| CC1CCN(S(=O)(=O)c2ccc(S(=O)(=O)N3CCCN(Cc4ccccc4)C3)cc2)CC1 | 1.5 | 1 | 1 | -2 | -23 | -0.3 | . | -1 | . |
| O=C1[C@@H]2[C@@H]3C[C@@H]([C@H]4ON=C(c5ccc(Cl)cc5Cl)[C@@H]34)[C@@H]2C(=O)N1C1CCCCC1 | 1.7 | 1 | 5 | 0 | -13 | 0.5 | 2 | 6 | -9 |
| CN1CCN(NC(=S)NC(C)(C)CC(C)(C)C)CC1 | 0.8 | -2 | 3 | -1 | -1 | 1.0 | -5 | -2 | -10 |
| CCOC(=O)c1cc(-c2ccccc2)n[nH]1 | 0.7 | -2 | 2 | -1 | 0 | 0.9 | 1 | -9 | -39 |
| CCOC(=O)N1CCC(N2Cc3cccc(C(=O)Nc4ccc(CC)cc4)c3C2=O)CC1 | 12* | 2 | 4 | 1 | -9 | -1.5 | -11[fluorescence artefact?] | -6 | -16 |
| CC(C)c1ccc(S(=O)(=O)c2n[nH]n3c2nc(=O)c2ccccc23)cc1 | 0.4 | 0 | 1 | -4 | -9 | 1.3 | 6[fluorescence artefact?] | 0 | -1 |
| COc1ccc(-c2c3c(=O)n(C)c(=O)n(C)c3cn2Cc2cccnc2)cc1 | -0.5 | 2 | 7 | 4 | -11 | -0.5 | -1 | -10 | -14 |
| Cc1ccc(S(=O)(=O)NC(=O)Nc2cc(C(C)(C)C)on2)cc1 | 6.3 | 2 | 1 | -6 | 5 | 1.5 | -6 | 4 | -5 |
| COc1cccc(/C=C/C(=C2/C(=O)N(c3ccccc3)N=C2C)c2ccc(Br)cc2)c1OC | 0.6 | 1 | 8 | 2 | 5 | 0.7 | -1 | 14 | -2 |
| COc1cccc(NC(=O)Nc2ccc(Cc3ccncc3)cc2)c1 | 0.9 | 7 | 4 | 1 | 10 | -0.8 | 3 | -3 | -8 |
| COc1ccccc1NC(=S)N1CCNC(=O)C1CC(=O)Nc1cccc(C)c1 (stereo not drawn) | 0.1 | 1 | -11 | -3 | -6 | 1.7 | -4 | -5 | . |
| COc1ccc(O)c(C(=O)c2cc(C#N)c(=O)n(-c3ccc(Cl)cc3)c2)c1 | 0.8 | 0 | -3 | -2 | 1 | 1.4 | -12 | 9 | . |
| CSCCC(=O)N1CCCC(CNC(=O)c2ccccc2Cl)C1 (stereo not drawn) | 2.2 | 1 | 1 | -2 | 12 | 0.0 | 0 | 6 | -10 |
| O=C(CNC(=O)Cc1ccccc1)NCC(=O)OCc1ccc(C(=O)c2ccccc2)cc1 | 0.0 | 0 | 1 | -4 | 4 | 2.0 | 4 | 1 | 1 |
| CCOC(=O)C1=C(C)NC(=O)NC1c1cccc(O)c1 (stereo not drawn) | 2.5 | -1 | 3 | 0 | -16 | 1.2 | 2 | 11 | 2 |

An unsorted share of the library. Share with any hit: about 4.1%.
